From PubChem BioAssay
MEKK2wt PB1 HTS – raises or lowers MEK5 binding to wildtype human MEKK2 PB1 domain; bead flow cytometry, Alexa488-MEK5 binding to MEKK2 WT; actives lie on both sides; AID 1531; 290,000 tested, 1.1% active; binding response (% of control), % at 10 µM; in the data active = binding response below about 67% or above about 130%
FID counter – counter-screen for HCV NS3 helicase inhibitors: DNA intercalator displacement | DNA fluorescent intercalator displacement, fluorescence | inhibition, % at 7.9 µM | 290,000 tested, 0.17% active; in the data active = inhibition above about 37%;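 note: 0% = vehicle and 100% = reference compound; higher means more ethidium bromide displaced from hairpin DNA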
OXTR agonist – agonists of human oxytocin receptor; AID 2435; CHO-OTR cells, Fluo-8 calcium fluorescence; normalized: DMSO 0%, oxytocin 100%; 320,000 tested, 0.32% active; P30559; activation, % at 3 µM;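 active = activation above the mean of all tested compounds plus 3 SD, cutoff set per screening run, cut at about 20% in these data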;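 note: peak over basal fluorescence ratio from a 100 s FLIPR kinetic read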
Target sequence (P30559 whole entry, looked up): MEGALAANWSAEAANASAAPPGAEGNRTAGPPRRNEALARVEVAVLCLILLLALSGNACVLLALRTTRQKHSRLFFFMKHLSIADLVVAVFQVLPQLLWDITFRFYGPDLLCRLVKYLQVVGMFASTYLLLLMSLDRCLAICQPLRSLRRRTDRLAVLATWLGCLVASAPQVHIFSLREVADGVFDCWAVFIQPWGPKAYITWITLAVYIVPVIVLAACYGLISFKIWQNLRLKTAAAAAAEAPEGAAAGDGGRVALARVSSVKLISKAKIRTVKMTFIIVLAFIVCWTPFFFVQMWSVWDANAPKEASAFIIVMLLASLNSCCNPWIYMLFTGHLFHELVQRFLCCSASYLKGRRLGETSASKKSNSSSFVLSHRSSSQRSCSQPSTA
MEKK3 PB1 HTS – modulators (inhibitors or enhancers) of MEK5 binding to human MEKK3 PB1 domain | Q99759 | bead-based flow cytometry, Alexa488-MEK5 binding to MEKK3; actives lie on both sides; 0 = blocked by unlabeled MEK5, 100 = vehicle | binding response (% of control), % at 10 µM | 290,000 tested, 1.4% active;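 active = binding response more than 3 SD above or below the average of its plate-row segment, actives on both sides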;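 note: Alexa488 bead fluorescence after subtracting the streptavidin-only scavenger bead signal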
PHOSPHO1 block – PHOSPHO1 (human) inhibition. recombinant PHOSPHO1, absorbance phosphatase assay. inhibition, % at 13.3 µM. 290,000 tested, 1.1% active. AID 1565; in the data active = inhibition above about 60%
Target sequence (Q8TCT1 whole entry, looked up): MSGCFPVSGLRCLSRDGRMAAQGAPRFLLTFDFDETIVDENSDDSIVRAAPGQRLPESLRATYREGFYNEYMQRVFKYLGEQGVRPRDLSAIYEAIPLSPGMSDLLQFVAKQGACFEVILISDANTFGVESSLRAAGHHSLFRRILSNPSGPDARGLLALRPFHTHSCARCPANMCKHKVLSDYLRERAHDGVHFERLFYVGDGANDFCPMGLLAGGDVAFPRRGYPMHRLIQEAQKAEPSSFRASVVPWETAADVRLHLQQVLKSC
GPR7 antag – blocks human GPR7 receptor signaling; P48145; inhibition, % at 4.4 µM; 290,000 tested, 1.1% active; GPR7-expressing cells, fluorescence antagonist assay; in the data active = inhibition above about 16%, passing the limit was not always enough;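 note: cells stimulated with the agonist NPW; 0% = agonist with vehicle and 100% = vehicle without agonist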
Target sequence (P48145 whole entry, looked up): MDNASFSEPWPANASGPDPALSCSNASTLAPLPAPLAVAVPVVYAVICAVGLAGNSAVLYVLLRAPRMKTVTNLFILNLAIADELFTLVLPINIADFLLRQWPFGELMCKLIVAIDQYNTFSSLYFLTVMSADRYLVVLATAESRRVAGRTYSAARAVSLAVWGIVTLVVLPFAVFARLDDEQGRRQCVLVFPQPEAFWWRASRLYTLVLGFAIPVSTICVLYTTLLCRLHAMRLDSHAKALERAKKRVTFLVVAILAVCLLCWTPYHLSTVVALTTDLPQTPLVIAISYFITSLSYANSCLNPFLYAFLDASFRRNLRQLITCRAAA
MEKK2 mut-MEK5 – signal of MEK5 binding to mutant human MEKK2 PB1 domain. bead flow cytometry, Alexa488-MEK5 binding to MEKK2 mutant. percent response, % at 10 µM. 290,000 tested, 0.35% active; in the data active = percent response above about 24%, passing the limit was not always enough; note: inactives centre near 1; some results filed as inactive read as strong as hits; reference of the scale not given here
NALP1 yeast inh – NALP1 inhibition. S. cerevisiae NALP1/ASC/caspase-1 growth, X-gal OD620, 72 h. inhibition, % at 10 µM. 280,000 tested, 0.61% active. AID 2071; in the data active = inhibition mostly above about 24%, no sharp cut-off; inactive = mostly below about 32%; note: some compounds called inactive have numbers as strong as hits
PfM18AAP inh – PfM18AAP enzyme inhibition; recombinant PfM18AAP, H-Glu-NHMec fluorogenic cleavage; inhibition, % at 7.35 µM; 290,000 tested, 1.2% active;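 active = inhibition above the campaign mean inhibition over all tested compounds plus 3 SD, cut at about 28% in these data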;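 note: 0% = plate median of test compound wells and 100% = 2 mM ZnCl2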
* marks the source's active call; other numbers are inactive results; · = not tested or not shown.

A first look, 7 compounds:
SMILES	MEKK2wt PB1 HTS	FID counter	OXTR agonist	MEKK3 PB1 HTS	PHOSPHO1 block	GPR7 antag	MEKK2 mut-MEK5	NALP1 yeast inh	PfM18AAP inh
Cc1ccc2c(c1)NC(=O)C(CC(=O)NCCCN1CCN(C3CCCCC3)CC1)O2 (stereo unspecified)	108	7	·	101	14	1	4	14	3
Cc1cc2cc(CNS(=O)(=O)N(C)C)ccc2[nH]1	95	-4	-1.1	89	2	-3	6	-5	6
COc1ccc2c(C)cc(SCC(=O)Nc3ncc(Cl)cc3Cl)nc2c1	93	-11	-0.2	102	-24	9	2	10	0
CCCNC(=O)NC(=O)CSc1cccc(C(F)(F)F)c1	94	-11	-2.9	97	2	2	-3	16	4
Cc1ccc(NC(=O)C2CCCO2)cc1[N+](=O)[O-] (stereo unspecified)	100	2	-2.0	97	3	-7	11	26	-3
O=C(NNC(=O)c1ccccc1Br)c1cccc(Cl)c1	103	-4	0.5	100	14	-4	8	-12	2
CCn1c2ccccc2c2nc3cc(C(=O)O)ccc3nc21	104	-11	·	104	29	-13	2	17	2

The whole of this part, from the start:
SMILES	MEKK2wt PB1 HTS	FID counter	OXTR agonist	MEKK3 PB1 HTS	PHOSPHO1 block	GPR7 antag	MEKK2 mut-MEK5	NALP1 yeast inh	PfM18AAP inh
Cc1ccc2c(c1)NC(=O)C(CC(=O)NCCCN1CCN(C3CCCCC3)CC1)O2 (stereo unspecified)	108	7	·	101	14	1	4	14	3
Cc1cc2cc(CNS(=O)(=O)N(C)C)ccc2[nH]1	95	-4	-1.1	89	2	-3	6	-5	6
COc1ccc2c(C)cc(SCC(=O)Nc3ncc(Cl)cc3Cl)nc2c1	93	-11	-0.2	102	-24	9	2	10	0
CCCNC(=O)NC(=O)CSc1cccc(C(F)(F)F)c1	94	-11	-2.9	97	2	2	-3	16	4
Cc1ccc(NC(=O)C2CCCO2)cc1[N+](=O)[O-] (stereo unspecified)	100	2	-2.0	97	3	-7	11	26	-3
O=C(NNC(=O)c1ccccc1Br)c1cccc(Cl)c1	103	-4	0.5	100	14	-4	8	-12	2
CCn1c2ccccc2c2nc3cc(C(=O)O)ccc3nc21	104	-11	·	104	29	-13	2	17	2
O=c1[nH]c(NCCO)nc2c1C1(CCCCC1)Cc1ccccc1-2	103	-23	-0.4	105	-13	-13	6	4	-6
O=C(Nc1nnc(Cc2ccccc2F)s1)Nc1ccccc1F	105	-12	0.0	105	34	-8	3	20	-4
COc1cc(C2CC(=O)N(CC(=O)NCc3ccco3)c3ccccc3S2)cc(OC)c1OC (stereo unspecified)	100	-51	0.6	99	11	5	6	27	-2
COc1ccc(NC(=O)/C(=C/c2ccc3c(c2)OCO3)NC(C)=O)cc1	100	2	1.9	99	-11	-1	-1	-3	1
N#CCCn1cc(C=O)c(-c2cccs2)n1	79	1	0.3	97	32	-17	-50	20	4
Nc1cc(C(F)(F)F)ccc1OCC1CCCO1 (stereo unspecified)	99	-3	-0.9	97	-14	-16	-3	20	-2
CCOc1ccc(NC(=O)C[n+]2ccccc2)cc1	107	1	-0.8	126	-4	7	0	20	-13
O=C(CCc1c[nH]c2ccccc12)NCCc1ccc(O)cc1	101	-8	1.6	101	28	4	3	4	-8
C=C(C)Cn1c(Sc2nc3ccccc3[nH]2)nc2c1c(=O)[nH]c(=O)n2C	105	-8	-0.9	102	9	-14	2	3	-2
Cc1ccc(N2C(=O)c3ccc(C(=O)N4CCN(c5cccc(C)c5C)CC4)cc3C2=O)cc1	102	-1	-0.4	72	-17	-5	-2	-46	-1
Cc1ccc(Nc2nc(-c3sc(NC(=O)c4cccc(Cl)c4)nc3C)cs2)cc1	103	3	0.0	101	-1	-11	4	15	-8
CCOC(=O)C1C(=O)NC(N2CCCCC2)=NC1C(C)C (stereo unspecified)	89	2	0.3	95	15	-17	-7	·	-9
CN(C1=C(NC(=O)c2ccccc2)C(=O)c2ccccc2C1=O)C1CCS(=O)(=O)C1 (stereo unspecified)	102	1	-0.1	99	-4	-4	3	43*	12
COCCCN(C(=S)NC(=O)C(C)(C)C)c1c(N)n(Cc2ccccc2)c(=O)[nH]c1=O	99	-8	0.4	103	23	-7	-1	8	-3
Cn1c(=O)c2[nH]c(CN3CCN(Cc4ccccc4)CC3)nc2n(C)c1=O	103	4	0.8	101	-40	-2	3	11	-4
COc1cc(C(=O)Nc2nc(-c3ccc(Cl)cc3)c(C)s2)ccc1OCC(=O)Nc1ccc(F)cc1	117	1	-0.3	99	-24	-14	2	30	-3
Oc1ccc(-c2nccc(-c3ccccn3)n2)cc1	105	-4	0.1	104	·	11	1	13	-10
Cc1cc(C(=O)COC(=O)C2=COCCO2)c(C)n1-c1ccc2c(c1)OCO2	109	-25	1.5	113	9	0	8	-5	12

Brought forward from above: two compounds; new compounds follow.
SMILES	MEKK2wt PB1 HTS	FID counter	OXTR agonist	MEKK3 PB1 HTS	PHOSPHO1 block	GPR7 antag	MEKK2 mut-MEK5	NALP1 yeast inh	PfM18AAP inh
Oc1ccc(-c2nccc(-c3ccccn3)n2)cc1	105	-4	0.1	104	·	11	1	13	-10
Cc1cc(C(=O)COC(=O)C2=COCCO2)c(C)n1-c1ccc2c(c1)OCO2	109	-25	1.5	113	9	0	8	-5	12
Cc1cccc(NC(=O)Cn2c(O)c(N=NC(=O)c3ccccc3O)c3ccccc32)c1	103	2	0.5	104	-4	2	13	22	-5
c1ccc(OCCn2cnc3ccccc32)cc1	98	-5	0.6	95	21	0	-2	36	3
COc1cc(C(=O)OC(C)CN2CCN(C)CC2)cc(OC)c1OC (stereo unspecified)	105	2	0.7	104	18	-10	4	21	-13
FC(F)(F)c1ccc2nnc(-c3c(Cl)cccc3Cl)n2c1	105	-6	1.9	103	38	-2	2	1	-4
C/C(CCc1ccccc1)=N\NC(=O)c1ccccc1	105	-2	-0.5	108	-2	13	6	20	-14
Cc1ccc(S(=O)(=O)N2CCN(C3CC(=O)N(Cc4ccccc4)C3=O)CC2)cc1C (stereo unspecified)	89	-28	0.6	90	17	-4	-5	2	0
CCCCOC(=O)CCn1c(=S)oc2ccccc21	104	1	-2.3	101	12	-1	6	14	3
COc1ccc2[nH]c(C(=O)Nc3ccc(C)c(F)c3)cc2c1	77	1	-2.6	72	32	-8	-14	14	-7
O=C(CCC1COc2ccccc2O1)NCc1ccco1 (stereo unspecified)	104	-7	-1.1	105	-14	-10	-11	4	0
CCOc1ccccc1CNC(=O)c1nn(CC)cc1[N+](=O)[O-]	96	-2	-1.0	103	-2	-2	-2	12	-7
CCn1cc(C(=O)OCC(=O)Nc2cccc(Cl)c2Cl)c(=O)c2ccc(C)nc21	97	-3	-1.5	99	13	-5	-2	1	-5
CCOc1ccc(C(=O)NCCNC(=O)c2ccc(OCC)cc2)cc1	105	-12	-2.2	106	-3	-13	2	18	1
CC(=O)NC(=O)COC(=O)c1ccc2ncsc2c1	106	-1	0.2	104	-1	-9	9	-12	2
CCCn1c(CN2CCN(C(=O)OCC)CC2)nc2c1c(=O)n(C)c(=O)n2C	98	-21	-0.8	100	-24	-11	7	6	-2
CC(=O)Nc1ccc(NC(=O)CC2CCCC2)cc1	105	-8	-0.8	101	12	4	-1	-14	-1
CCCCCCNC(=O)c1cn(CC)c2cc(N3CCN(C)CC3)c(F)cc2c1=O	109	24	9.1	105	16	8	7	-1	-3
O=C(NCc1ccco1)c1cc(S(=O)(=O)N2CCOCC2)c(Cl)cc1Cl	106	-2	·	109	-4	-11	19	-7	1
CC(C)(c1ccccc1)c1ccc(OCCCNCCO)cc1	145*	22	15	108	17	7	13	10	20
Cc1ccc(C(=O)C[n+]2ccc3ccccc3c2)cc1	105	10	0.9	102	9	-6	2	-3	1
O=C(/C=C/Nc1ccccc1C(=O)O)c1cccs1	96	-8	0.2	107	-9	-5	19	2	3
Fc1cc2[nH]c(=S)[nH]c2c(Br)c1N1CCSCC1	97	-7	-0.3	96	·	-14	2	-15	12
Cc1cc(C)cc(N(C(=O)c2sc(C)nc2C)C(C(=O)NCc2ccco2)c2ccccc2)c1 (stereo unspecified)	102	-12	-1.5	109	-30	-6	2	30	-6
O=C(Nc1ccc(Cl)cc1)[C@@H]1[C@@H]2C(=O)N(c3ccc(Cl)cc3)C(=O)[C@@H]2[C@H]2C=CC=NN21	108	-5	-2.2	93	50	-9	-3	-8	-8
Cc1ccccc1OCC(=O)NNC(=O)Nc1ccc(Cl)cc1	117	-5	-0.8	119	30	10	9	9	3
COC(=O)CSc1nnc(CNc2ccc(OC)cc2)n1C	90	-5	0.3	94	7	-7	-4	9	4
SMILES	MEKK2wt PB1 HTS	FID counter	OXTR agonist	MEKK3 PB1 HTS	PHOSPHO1 block	GPR7 antag	MEKK2 mut-MEK5	NALP1 yeast inh	PfM18AAP inh
CC1=C(C#N)C(NC(=O)c2ccc(C)cc2)(C(F)(F)F)C(=O)N1 (stereo unspecified)	·	5	0.6	·	22	-5	·	-3	3
COc1ccc(CCNC(=O)c2cc3c(=O)n4ccccc4nc3n(C3CCCCC3)c2=N)cc1	109	30	2.7	99	-26	18	3	-22	-1
O=C(Cn1ncc(N2CCCC2)c(Br)c1=O)c1ccc(Cl)cc1	109	-9	-2.4	106	46	-10	9	-2	-2
Cc1cc(C)c(C)c(C(=O)CSc2nnc(-c3ccc4[nH]c(C)c(C)c4c3)o2)c1C	107	-3	-0.4	106	61*	-8	9	-1	5
Nc1nc(SCC(=O)Nc2ccc(S(N)(=O)=O)cc2)n[nH]1	96	-2	-0.5	94	59	-10	-4	3	2
CC(C)C(=O)Nc1ccc(-c2csc(-c3ccccc3)n2)cc1	106	-4	-0.7	107	8	0	11	3	-7
CC(C(=O)NCc1cccnc1)c1ccc([N+](=O)[O-])cc1 (stereo unspecified)	107	3	-0.5	101	18	0	7	19	-10
Fc1ccccc1CSc1nnnn1-c1ccc2c(c1)OCO2	98	-13	-0.9	98	11	-11	0	10	5
Cc1ccccc1-n1c(SCC(N)=O)nc2sc(-c3ccccc3)cc2c1=O	99	-3	1.6	98	16	-9	2	20	-4
CCNC(=O)NC(=O)C(C)Sc1nc2ccccc2n1CC(C)C (stereo unspecified)	108	-33	-3.2	101	60	-7	3	20	-9
O=C1c2ccccc2C(=O)N1/N=C/c1ccc(Oc2ccc([N+](=O)[O-])cn2)cc1	91	3	0.3	86	38	-5	-8	-73	1
CC(C)(C)NC(=O)CSc1ncnc2c1cnn2-c1ccccc1	98	-30	8.3	97	·	8	2	-17	-1
CC1NC(C)(C)Cc2c1ccc1ccccc21 (stereo unspecified)	102	5	0.8	106	-6	-1	2	20	-6
Cc1ccc(CNc2nc(N)c([N+](=O)[O-])c(Nc3cccc(F)c3)n2)cc1	103	-2	0.6	104	24	-12	3	-11	-13
CCC1CN(S(=O)(=O)c2ccc3c(c2)NC(=O)CC(=O)N3)c2cc(Cl)ccc2O1 (stereo unspecified)	95	-35	0.8	100	7	-1	0	11	4
OCCNCc1ccc(OC2CCCC2)cc1	111	3	1.5	101	-8	-14	5	-8	0
Cc1ccc(-c2nc(C3CCN(S(=O)(=O)c4ccc(C(F)(F)F)cc4)CC3)no2)cc1	105	-1	0.1	106	-1	-3	2	1	2
Cc1ccc(C(=O)NCC(=O)NCC(=O)OCC(=O)c2ccc([N+](=O)[O-])cc2)cc1	94	5	-1.2	98	-3	-2	-4	6	33*
O=C1CSc2ccccc2N1Cc1ccccc1F	101	-5	-1.8	101	10	0	5	9	3
Cc1[nH]c2ccc(Br)cc2c(=S)c1C/C=C/Cl	100	4	0.3	100	-41	-6	1	-10	4
O=C1NC(c2cccc(Cl)c2)Nc2ccccc21 (stereo unspecified)	106	-1	-0.1	105	37	3	3	-10	0
COc1ccc(N=CC2=C(O)c3ccccc3C2=O)c(OC)c1	96	0	0.5	98	38	9	1	5	8
C/C(=N\NC(=O)COc1ccccc1)c1cccs1	112	-8	0.1	108	-2	-1	4	20	1
CCOc1ncccc1C(=O)Nc1cccc(Cl)c1Cl	97	-2	-0.3	101	20	-1	-1	13	-3
COCCCNC(=O)CNC(=S)N(Cc1cc(OC)c(OC)c(OC)c1)C1CCCC1	92	-27	-0.9	89	-18	-11	-2	8	4
O=C(COC(=O)c1cncc(Br)c1)NC1CC1	102	4	1.8	102	-1	3	1	2	-5
